Screens: PubChem, National Center for Advancing Translational Sciences (NCATS)
D2 potentiator = HTS Assay for Positive Allosteric Modulators of the Human D2 Dopamine Receptor: Primary Screen for Potentiators; D(2) dopamine receptor (Homo sapiens), P14416; HEK293 T-REx D2, calcium flux, EC20 dopamine potentiation; potentiation, % at 10 µM; 340,000 compounds, 0.34% hits;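 active = potentiation over 3 SD above the plate norm, cut at about 30% in these data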; note: 0% is about no effect
Target sequence (P14416 whole entry, looked up): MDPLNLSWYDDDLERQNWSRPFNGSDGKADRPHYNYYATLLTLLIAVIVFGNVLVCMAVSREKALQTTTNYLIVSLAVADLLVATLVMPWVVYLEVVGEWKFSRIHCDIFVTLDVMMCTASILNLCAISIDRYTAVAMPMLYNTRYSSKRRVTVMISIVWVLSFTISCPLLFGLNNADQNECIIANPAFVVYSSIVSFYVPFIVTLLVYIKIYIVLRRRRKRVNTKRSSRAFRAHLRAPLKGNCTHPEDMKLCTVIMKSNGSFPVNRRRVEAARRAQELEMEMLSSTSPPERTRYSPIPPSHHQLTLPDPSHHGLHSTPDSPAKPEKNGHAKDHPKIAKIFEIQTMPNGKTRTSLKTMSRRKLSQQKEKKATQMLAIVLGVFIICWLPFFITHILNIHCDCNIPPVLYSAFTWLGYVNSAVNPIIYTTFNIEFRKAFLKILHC
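Using a no-wash calcium dye in inducible, force-coupled HEK293 Trex cells expressing D2, we tracked fluorescence each second for 180 s after compound, then for 180 s after EC20 dopamine to detect augmented signalling.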
D1 PAM = Potentiators of Human D1 Dopamine Receptor: qHTS; HEK293 TREx D1 cells, calcium flux, dopamine EC20 potentiation; potentiation, % at 10 µM; 360,000 compounds, 0.036% hits; in the data active = potentiation above about 30%; note: 0% is about no effect
D2 ag = HTS Assay for Allosteric Agonists of the Human D2 Dopamine Receptor: Primary Screen for Agonists. D(2) dopamine receptor (Homo sapiens), P14416. HEK293 T-REx D2 cells, calcium flux agonist mode. activation, % at 2 µM. 340,000 compounds, 0.53% hits. AID 485358, 2010;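 active = activation over 3 SD above normal in the single-dose calcium agonist read, cut at about 30% in these data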; note: 0% is about no effect
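Agonism scored from kinetic calcium signal (1 read/sec, 180 s) following compound pin transfer, after a 10 s baseline. Cells: HEK293 Trex line expressing inducible D2 receptor coupled to calcium, dye-loaded after overnight culture at 30 C.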
D1 agonist = Allosteric Agonists of the Human D1 Dopamine Receptor: qHTS. AID 504660, 2011. D(1A) dopamine receptor (Homo sapiens), P21728. 360,000 compounds, 1% hits. HEK293 T-REx D1 cells, calcium flux, agonist mode. activation, % at 2 µM; note: 0% is about no effect
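Inducible HEK293 T-REx D1 cells, force-coupled to calcium signalling, were plated at 4000 cells/well with tetracycline and held overnight at 30 C. After no-wash calcium dye loading, compound-evoked calcium rise over 180 s flagged agonists.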
RXFP1 antag = qHTS Assay for Antagonists of the Relaxin Receptor RXFP1; Relaxin receptor 1 (Homo sapiens), Q9HBX9; HEK293-RXFP1, relaxin-stimulated cAMP HTRF, 30 min; hits give low values; activity change, negative = inhibition, % at 57.5 µM; 350,000 compounds, 0.59% hits; AID 1259400, 2018;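 active = activity change of -60% or lower, but not beyond a set lower limit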; note: % is set by controls: 0 for no effect and ±100 for the full control effect
D1 antag = Antagonist of Human D 1 Dopamine Receptor: qHTS | AID 504652, 2011 | 360,000 compounds, 3.2% hits | activity change, negative = inhibition, % at 10 µM | HEK293 TREx D1 cells, calcium flux, dopamine EC80; hits give low values; in the data active = activity change below about -30%; note: % is set by controls: 0 for no effect and ±100 for the full control effect
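Inducible Hek293 Trex D1 cells (tetracycline, overnight, 30 C). Calcium dye 30–90 min RT. Antagonist mode: EC80 dopamine added after 180 s compound read.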
TRHR agonist = qHTS for Small Molecule Agonists and Allosteric Enhancers of Human TRH Receptor: Primary Screen for Agonists; AID 493084, 2011; 360,000 compounds, 0.18% hits; activation, % at 2 µM; TRHR cells, calcium flux fluo-8, FDSS agonist mode; Thyrotropin-releasing hormone receptor (Homo sapiens), P34981; note: 0% is about no effect
Target sequence (P34981 whole entry, looked up): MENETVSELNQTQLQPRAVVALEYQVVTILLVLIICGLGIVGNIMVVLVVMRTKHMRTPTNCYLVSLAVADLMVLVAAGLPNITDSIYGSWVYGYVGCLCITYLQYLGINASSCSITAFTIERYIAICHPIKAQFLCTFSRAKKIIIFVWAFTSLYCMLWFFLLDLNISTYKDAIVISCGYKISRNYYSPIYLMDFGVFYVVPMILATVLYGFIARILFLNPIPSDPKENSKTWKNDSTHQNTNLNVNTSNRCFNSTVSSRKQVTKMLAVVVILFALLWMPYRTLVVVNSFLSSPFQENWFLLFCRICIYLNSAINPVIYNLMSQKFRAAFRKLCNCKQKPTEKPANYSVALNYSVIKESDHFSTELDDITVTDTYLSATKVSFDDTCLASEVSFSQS
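TRHR-expressing cells, plated overnight in medium with 10% serum, were loaded with fluo-8 calcium dye at room temperature. After a 10 s baseline, library compound was pin-added and calcium release was recorded kinetically (ex 480/em 530) as agonist response.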
D2 antagonist = HTS Assay for Allosteric Antagonists of the Human D2 Dopamine Receptor: Primary Screen for Antagonists; D(2) dopamine receptor (Homo sapiens), P14416; HEK293 TREx D2 cells, calcium flux, dopamine EC80; inhibition, % at 10 µM; 340,000 compounds, 2% hits; in the data active = inhibition above about 30%; note: 0% is about no effect
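Read-out: kinetic calcium fluorescence (1 cycle/s) in inducible HEK293 T-REx D2 cells after an EC80 dopamine addition that followed 180 s compound preincubation. Loss of the dopamine response indicates antagonism.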
TRHR enhancer = qHTS for Small Molecule Agonists and Allosteric Enhancers of Human TRH Receptor: Primary Screen for Enhancers | Thyrotropin-releasing hormone receptor (Homo sapiens), P34981 | AID 493056, 2011 | TRHR cells, fluo-8 calcium fluorescence, EC20 TRH enhancement | 360,000 compounds, 0.66% hits | enhancement, % at 2 µM; in the data active = enhancement above about 30%; note: 0% is about no effect
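Enhancer read-out: after compound pinning and an initial kinetic agonist-mode read, an EC20 of TRH (10 nM final) was injected and fluo-8 calcium signal (Ex 480/Em 530) followed at 1 s/cycle for 100 cycles in TRHR-expressing cells.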
* = called active by the depositor. Cut-off read from the data, not from the text of the source, unless noted: active = activation above about 30%; inactive = the rest. Rows were taken by chance; about 7.1% have a hit in one of these screens.

CCOC(=O)C(=O)C1=C(N2CCOCC2)/C(=C\c2ccc(F)cc2)CC1 was read as D2 potentiator -11, D1 PAM -2, D2 ag 1.1, D1 agonist -1, RXFP1 antag -18, D1 antag 0, TRHR agonist 1.3, D2 antagonist -7 and TRHR enhancer -1.
`Cc1ccc(-c2nn(C)c(=O)c3ccccc23)cc1CNC(=O)c1ccco1` gave D2 potentiator 10, D1 PAM 2, D2 ag 0.1, D1 agonist 2, RXFP1 antag 12, D1 antag -4, TRHR agonist -0.1, D2 antagonist -13 and TRHR enhancer 2.
For CCOc1ccc(OCC)c(NC(=O)CCc2c(C)nc3c(c2C)c(=O)n(C)c(=O)n3C)c1 the results were D2 potentiator -2, D1 PAM 0, D2 ag 0.2, D1 agonist 0, D1 antag -2, TRHR agonist 0.2 and TRHR enhancer -4.
COc1ccccc1N1C(=O)C2C3C=CC(CC3)C2C1=O (stereo not drawn) was read as D2 potentiator 2, D1 PAM 2, D2 ag 0.1, D1 agonist 7, RXFP1 antag 6, D1 antag 1, TRHR agonist -0.2, D2 antagonist -3 and TRHR enhancer -8.
`CCOc1ccc(S(=O)(=O)N2CCN(C(=O)CN3C(=O)NC(C)(C)C3=O)CC2)cc1` gave D2 potentiator 15, D1 PAM 6, D2 ag 0.3, D1 agonist 2, RXFP1 antag 2, D1 antag 1, TRHR agonist 0.0, D2 antagonist -22 and TRHR enhancer 3.
CCn1nc(C(=O)OCc2cccc(S(=O)(=O)N(C)C)c2)c2ccccc2c1=O was read as D2 potentiator 5, D1 PAM -3, D1 agonist 7, RXFP1 antag 0, D1 antag -21, TRHR agonist -0.3 and TRHR enhancer -6.
For Cc1ccccc1C(=O)NCc1nnc(SCC(=O)N2c3ccccc3Sc3ccccc32)n1C the results were D2 potentiator -8, D1 PAM 1, D2 ag 0.4, D1 agonist 1, RXFP1 antag 1, D1 antag 12, TRHR agonist -0.6, D2 antagonist 15 and TRHR enhancer -18.
For COc1ccc(OC)c(NC(=O)Cn2c(=O)n(CC(=O)NCc3ccco3)c(=O)c3ccccc32)c1 the results were D2 potentiator 12, D1 PAM 2, D2 ag -0.6, D1 agonist 0, RXFP1 antag 5, D1 antag 22, TRHR agonist 0.0, D2 antagonist 9 and TRHR enhancer -7.
CCc1ccc(OCC(O)CN2CCN(c3ccccn3)CC2)cc1 (stereo not drawn) was read as D2 potentiator -36, D1 PAM 0, D2 ag 80*, D1 agonist -3, RXFP1 antag -4, D1 antag -9, TRHR agonist -0.1, D2 antagonist -4 and TRHR enhancer 2.
Screening CCc1ccc(NC(=O)CSc2nc3c(sc4ccccc43)c(=O)n2CCCOC)cc1 returned D2 potentiator 14, D1 PAM 1, D2 ag 0.5, D1 agonist 1, D1 antag 2, TRHR agonist -0.1 and TRHR enhancer 6.
Screening c1ccc(CCNc2nc3ccccc3s2)cc1 returned D2 potentiator -8, D1 PAM -5, D2 ag -0.8, D1 agonist 1, RXFP1 antag 7, D1 antag 1, TRHR agonist 3.6, D2 antagonist -20 and TRHR enhancer -5.
For O=[N+]([O-])c1ccc(SCc2c(F)cccc2Cl)nc1 the results were D2 potentiator -5, D1 PAM -1, D2 ag 1.7, D1 agonist 8, RXFP1 antag 2, D1 antag 7, TRHR agonist -1.3, D2 antagonist -7 and TRHR enhancer -7.
`O=C(NC1CCS(=O)(=O)C1)c1ccc(Br)o1` (stereo not drawn) gave D2 potentiator 1, D2 ag -2.5, D1 agonist 5, RXFP1 antag 4, D1 antag -2, TRHR agonist 0.5, D2 antagonist 10 and TRHR enhancer 2.
`CCOc1cc(NC(=O)C2CC2)c(OCC)cc1NC(=O)c1ccccc1OCC` gave D2 potentiator 4, D1 PAM 1, D2 ag -2.1, D1 agonist -2, RXFP1 antag -30, D1 antag 24, TRHR agonist -1.6, D2 antagonist -7 and TRHR enhancer -1.
COc1cc(/C=C/c2cc[n+](C)cc2)ccc1OCC(=O)Nc1ccccc1 was read as D2 potentiator 4, D1 PAM -7, D2 ag 0.6, D1 agonist 2, RXFP1 antag -9, D1 antag -9, TRHR agonist 0.5, D2 antagonist 1 and TRHR enhancer -2.
CCOC(=O)C1CCN(C(=O)CC(NS(=O)(=O)c2ccc(OC)cc2)C(C)C)CC1 (stereo not drawn) was read as D2 potentiator -3, D1 PAM 3, D2 ag -1.0, D1 agonist 3, RXFP1 antag -2, D1 antag 1, TRHR agonist -0.4, D2 antagonist -8 and TRHR enhancer -1.
CCc1ccccc1NC1c2ccccc2C(=O)N1c1cc(C)ccn1 (stereo not drawn) was read as D2 potentiator -1, D1 PAM 0, D2 ag -0.5, D1 agonist 4, RXFP1 antag 4, D1 antag 10, TRHR agonist -1.5, D2 antagonist 0 and TRHR enhancer -5.
O=c1[nH]cnc2c1C(c1ccc(Cl)cc1)c1c(nc[nH]c1=O)O2 was read as D2 potentiator 4, D1 PAM -1, D2 ag -1.2, D1 agonist 3, RXFP1 antag -27, D1 antag -2, TRHR agonist -2.7, D2 antagonist -1 and TRHR enhancer 2.
For O=C(Nc1ccc(F)cc1F)c1ccc2nc(N3CCOCC3)sc2c1 the results were D2 potentiator 14, D1 PAM -3, D2 ag 7.7, D1 agonist 2, D1 antag -9, TRHR agonist 0.5, D2 antagonist -20 and TRHR enhancer 13.
For Cc1ccccc1OC(C)C(=O)N1CCN(c2ccccn2)CC1 (stereo not drawn) the results were D2 potentiator 6, D1 PAM -3, D2 ag 0.0, D1 agonist 2, RXFP1 antag 7, D1 antag -12, TRHR agonist -0.4, D2 antagonist -6 and TRHR enhancer -6.
CCc1nn(CCCC(=O)NCc2ccccc2OC)c(=O)c2cc3occc3n12 was read as D2 potentiator 12, D1 PAM -4, D2 ag 0.4, D1 agonist 1, D1 antag 13, TRHR agonist -0.8 and TRHR enhancer -7.
Screening CC(=O)c1c(C)[nH]c(C(=O)COC(=O)c2c(C)noc2C)c1C returned D2 potentiator -2, D1 PAM 5, D2 ag 0.6, D1 agonist 3, RXFP1 antag 2, D1 antag 20, TRHR agonist 0.2, D2 antagonist -5 and TRHR enhancer -1.
`O=C(NCc1ccco1)c1cc2sccc2n1Cc1ccccc1` gave D2 potentiator -1, D1 PAM -8, D2 ag 0.5, D1 agonist 3, RXFP1 antag -14, D1 antag 0, TRHR agonist 0.2, D2 antagonist 9 and TRHR enhancer -3.
For COc1ccc(-n2nnc3c(SCC(=O)OCc4ccccc4)ncnc32)cc1 the results were D2 potentiator 7, D1 PAM -9, D2 ag -0.1, D1 agonist 5, RXFP1 antag -5, D1 antag -4, TRHR agonist 0.0, D2 antagonist 3 and TRHR enhancer 31*.
Screening Cc1ccc(-c2ccc(/C=N/NC(=O)c3ccccc3O)o2)cc1 returned D2 potentiator 16, D1 PAM -5, D2 ag -2.0, D1 agonist 14, D1 antag -30, TRHR agonist -1.6, D2 antagonist -6 and TRHR enhancer 4.
Screening COc1c(Br)cc(Br)cc1/C=N/NC(=O)c1ccncc1 returned D2 potentiator -20, D1 PAM -8, D2 ag 0.6, D1 agonist -1, RXFP1 antag -3, D1 antag 4, TRHR agonist 0.1, D2 antagonist 93* and TRHR enhancer 2.
`COc1ccc(OC)c(N(CC(=O)Nc2ccccc2C(=O)NCc2ccco2)S(C)(=O)=O)c1` gave D2 potentiator -4, D1 PAM 2, D2 ag -0.1, D1 agonist 2, RXFP1 antag 13, D1 antag -3, TRHR agonist 0.0, D2 antagonist 6 and TRHR enhancer -3.
For O=C(CSc1nn(-c2ccc(F)cc2)c(=S)s1)N1CCN(C(=O)c2ccco2)CC1 the results were D2 potentiator -6, D1 PAM -11, D2 ag -1.1, D1 agonist 2, RXFP1 antag -15, D1 antag -9, TRHR agonist -0.3, D2 antagonist -3 and TRHR enhancer -12.
For CC(=O)N1CCOc2cc(S(=O)(=O)N3CCN(c4ccccc4)CC3)c(Cl)cc21 the results were D2 potentiator -4, D1 PAM 2, D2 ag 0.9, D1 agonist 2, RXFP1 antag -1, D1 antag -7, TRHR agonist 1.2, D2 antagonist -13 and TRHR enhancer 1.
Screening COc1ccc(-c2cc(C(=O)Nc3c(C)nn(Cc4ccc(C)cc4)c3C)no2)cc1OC returned D2 potentiator 6, D1 PAM -1, D2 ag 0.3, D1 agonist 3, RXFP1 antag -6, D1 antag 0, TRHR agonist 0.0 and TRHR enhancer 19.
COc1cc(/C=N/NC(=S)Nc2cccc(S(=O)(=O)N(C)C)c2)cc(OC)c1O was read as D2 potentiator 40*, D1 PAM 0, D2 ag -1.7, D1 agonist 3, RXFP1 antag -7, D1 antag -6, TRHR agonist -1.3, D2 antagonist -7 and TRHR enhancer 2.
